Screening data deposited in PubChem BioAssay by National Center for Advancing Translational Sciences (NCATS).
Menin-MLL TR inh: inhibitors of human menin-MLL interaction, mutant MLL peptide; O00255; Menin + Texas Red MLL mutant peptide, fluorescence polarization; Potency, µM (highest dose often 61.6 µM), without a hit: at the top dose FP activity change, negative = inhibition, hits mostly inhibitors; hit rate 0.23% among 270,000; active = well fitted inhibition curve with a large enough effect in the polarisation, with a control signal flat, not every such curve was filed as active; inconclusive = small, poorly fitted or top-dose-only effect, or effect the other way, or a change in a side signal; inactive = no such curve, though single readings can be large or run the other way; the % refers to the polarisation; also: potency is read from the fitted curve at half-maximal effect; % of control where 0% means no effect; many of its hits are not listed in these tables
Target sequence (O00255 whole entry, looked up): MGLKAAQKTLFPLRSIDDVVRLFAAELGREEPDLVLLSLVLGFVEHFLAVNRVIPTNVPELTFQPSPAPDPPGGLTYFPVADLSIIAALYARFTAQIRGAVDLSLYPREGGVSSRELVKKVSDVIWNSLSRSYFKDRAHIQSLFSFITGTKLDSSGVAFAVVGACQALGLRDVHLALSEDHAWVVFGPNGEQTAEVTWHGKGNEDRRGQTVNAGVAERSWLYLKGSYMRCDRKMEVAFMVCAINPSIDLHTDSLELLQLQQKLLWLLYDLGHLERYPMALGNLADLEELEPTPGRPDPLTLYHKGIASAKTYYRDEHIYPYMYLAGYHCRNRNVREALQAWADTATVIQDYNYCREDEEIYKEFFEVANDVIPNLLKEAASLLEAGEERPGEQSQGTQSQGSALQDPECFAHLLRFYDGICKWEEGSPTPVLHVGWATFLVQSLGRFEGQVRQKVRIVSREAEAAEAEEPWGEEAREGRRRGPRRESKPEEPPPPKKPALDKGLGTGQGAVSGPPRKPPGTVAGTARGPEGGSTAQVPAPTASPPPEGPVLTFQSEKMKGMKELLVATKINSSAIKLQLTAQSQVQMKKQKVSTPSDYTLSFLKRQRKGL
A-T KAP1 phos: potential ataxia-telangiectasia treatments restoring KAP-1 phosphorylation; Potency, µM (series often up to 57.5 µM), for inactives: at the top dose activation, hits mostly activators; […] A-T fibroblasts, KAP-1 phosphorylation AlphaLISA; neocarzinostatin DNA damage 30 min before lysis; hit rate 0.19% among 320,000; AID 485349; also: potency is read from the fitted curve at half-maximal effect; % of control where 0% means no effect; nearly all actives have a fitted effect of over 45% in size
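ATM-like activity read as KAP-1 phosphorylation via AlphaLISA donor/acceptor antibody pairs after lysis and 6 hr at 25C. Cells were ATM-null patient fibroblasts ([…], hTERT), dosed 60 min, then exposed to the DSB inducer NCS for 30 min.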
MLL CXXC-DNA inh: inhibitors of human MLL CXXC domain-DNA interaction | MLL-CXXC / FITC-HOXA9 DNA fluorescence polarization | AID 2662 | hit rate 0.037% among 290,000 | Potency, µM (top dose mostly 115 µM), inactives show at the highest dose activity change, negative = inhibition, hits mostly inhibitors; active = well fitted inhibition curve with a large enough effect in the polarisation, with a control signal flat, not every such curve was filed as active; inconclusive = small, poorly fitted or top-dose-only effect, or effect the other way, or a change in a side signal; inactive = no such curve, though single readings can be large or run the other way; the % refers to the polarisation; also: potency is read from the fitted curve at half-maximal effect
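Fluorescence polarization: 7 uM MLL-CXXC (stock) preincubated 5 min with compounds, then 50 nM fluorescein-HOX-A9 DNA (stock) added; 30 min ambient. Buffer 50 mM Tris-HCl pH 7.5, 50 mM NaCl, 1 mM DTT, 0.05% BSA.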
ASM inhibitor: blocks human secretory acid sphingomyelinase; hit rate 0.006% among 340,000; placental ASM, HMU-PC fluorogenic substrate, 60 min; P17405; Potency, µM (titrated, usually from 57.5 µM), inactives show at the highest dose activity change, negative = inhibition, most hits filed as inhibitors; also: potency is read from the fitted curve at half-maximal effect
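Steps: dispense placental human ASM, pin compound, wait 10 min at room temperature, add HMU-PC0 substrate at 9 uM final, incubate 60 min at 37 °C, add stop solution raising pH to 10, read fluorescence.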
MBNL1-CUG inh: MBNL1-poly(CUG) RNA binding inhibition; Q9NR56; TR-FRET MBNL1-His/biotin-(CUG)12 binding, 665/545 ratio; Potency, µM (titrated, usually from 57.5 µM), for the others: at the highest dose activity change, negative = inhibition, usual class: inhibitors; hit rate 0.036% among 280,000; active = well fitted inhibition curve with a large enough effect in the signal ratio, with a control signal flat, not every such curve was filed as active; inconclusive = small, poorly fitted or top-dose-only effect, or effect the other way, or a change in a side signal; inactive = no such curve, though single readings can be large or run the other way; the % refers to the signal ratio; also: potency is read from the fitted curve at half-maximal effect; % is scaled to controls: 0 for no effect and ±100 for the full control effect
Target sequence (Q9NR56 whole entry, looked up): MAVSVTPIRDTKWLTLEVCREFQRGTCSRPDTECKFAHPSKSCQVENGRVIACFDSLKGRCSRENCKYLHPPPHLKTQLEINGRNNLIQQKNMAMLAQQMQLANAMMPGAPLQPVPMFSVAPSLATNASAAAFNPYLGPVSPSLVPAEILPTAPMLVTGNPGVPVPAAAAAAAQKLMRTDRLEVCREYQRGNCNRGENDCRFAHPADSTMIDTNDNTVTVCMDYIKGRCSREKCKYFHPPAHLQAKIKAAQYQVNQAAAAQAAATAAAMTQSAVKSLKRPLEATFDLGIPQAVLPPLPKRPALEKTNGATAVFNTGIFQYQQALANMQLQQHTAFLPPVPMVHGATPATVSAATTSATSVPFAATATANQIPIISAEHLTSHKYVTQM
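TR-FRET readout: Ex 340 nm, 665/545 nm emission ratio, normalized to buffer-only (basal) and MBNL1-(CUG)12 controls. Complex of MBNL1-His with Biotin-(CUG)12, compounds 92 nM–58 uM, incubated 60 min at room temperature.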
TCR activator: activates T cell receptor signaling. primary human leukocytes, anti-CD3, IL-2 HTRF, 48 h. AID 504894. 330,000 tested, under 10 active. Potency, µM (series often up to 9.22 µM), without a hit: at the top dose activation of IL-2 secretion, usual class: activators; also: % of control where 0% means no effect
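IL-2 release read by HTRF sandwich (Eu cryptate donor, d2 acceptor, 665 nm emission) after 48 hr exposure of primary human leukocytes to compound together with anti-CD3 beads in the absence of co-stimulatory signals.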
TSHR antagonist: antagonists of human thyroid stimulating hormone receptor; TSHR-expressing cells, TSH-stimulated cAMP HTRF, 2 h; active compounds read low; hit rate 0.2% among 330,000; activity change, negative = inhibition, % at 11.5 µM; P16473; AID 504810;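 active = activity change below a set negative limit, meaning inhibition stronger than a set level, cut at about -70% in these data; inconclusive = activity change between two set negative limits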; also: % is scaled to controls: 0 for no effect and ±100 for the full control effect
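TSHR-expressing cells were treated with compounds, then stimulated with TSH at EC80 (4nM final) for 2 hours at 37 deg C. Cellular cAMP was measured by HTRF competition between lysate cAMP and cAMP-d2 for a cryptate-labelled anti-cAMP antibody.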
Mito fusion yeast: mitochondrial division inhibition or fusion activation | S. cerevisiae fusion-defective mutant growth rescue, CellTiterGlo 48 h | Potency, µM (highest dose often 46.1 µM), for the others: at the highest dose growth rescue (activation), most hits filed as activators | hit rate 0.23% among 320,000;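 also: potency is read from the fitted curve at half-maximal effect; % of control where 0% means no effect; nearly all actives have a fitted effect of over 45% in size; temperature-sensitive fusion mutants such as fzo1-1 at 37 °C on non-fermentable ethanol glycerol medium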
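S. cerevisiae fusion-defective temperature-sensitive mutants (e.g. fzo1-1, mgm1-5) grown 48 h at 37C in YPEG (ethanol/glycerol non-fermentable) medium with 23 nl compound per well; growth rescue read as CellTiterGlo luminescence.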
TSG101-PTAP inh: blocks PTAP/TSG101 interaction to inhibit HIV-1 budding | Q99816 | Fluorescence polarization, FITC-PTAP peptide / Tsg101 binding | Potency, µM (top dose mostly 115 µM), for the others: top-dose activity change, negative = inhibition, actives largely listed as inhibitors | 340,000 tested, under 10 active; active = well fitted inhibition curve with a large enough effect in the main read-out, with a control signal flat, not every such curve was filed as active; inconclusive = small, poorly fitted or top-dose-only effect, or effect the other way, or a change in a side signal; inactive = no such curve, though single readings can be large or run the other way; also: potency is read from the fitted curve at half-maximal effect; % of control where 0% means no effect
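FP read-out: FITC-PTAP peptide, 50 nM final, binding Tsg101 binding domain, 10 uM final; 20 min, r.t.; 10 mM HEPES pH 7.5, 0.15 M NaCl, 0.01% Tween 20, 3 mM EDTA, 0.1 mM TCEP.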
Integrin act MD: activates integrin-mediated alleviation for muscular dystrophy; alpha7betagal myoblasts, beta-gal FDG fluorescence, 48 h; Potency, µM (doses to about 38.3 µM), inactives show top-dose activation, actives largely listed as activators; hit rate 0.064% among 350,000; AID 624291;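 also: potency is read from the fitted curve at half-maximal effect; 100% = response of the positive control SU9516; nearly all actives have a fitted effect of over 60% in size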
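alpha7betagal+/- myoblasts (passage 13, 250/well) treated 48 h at 37C with compounds at 1:260 dilution of DMSO stock. Lysed, then beta-galactosidase activity read as FDG fluorescence (ex 480/em 540) after 30 min, with pre-read for autofluorescence.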
* hit, by the source's call; ? = inconclusive; nt = no result given; [ ] = another dose, or the depositor's remark. Unless noted, calls follow the shape of the dose curve; as a rule, active = well fitted curve in the direction sought with a large enough effect; inconclusive = small, poorly fitted or top-dose-only effect, or another doubt; inactive = no such curve, though single readings can be large; an effect the other way counts as inactive or inconclusive. Only part of the results is shown, so the mix of outcomes need not match the whole.

SMILES	Menin-MLL TR inh	A-T KAP1 phos	MLL CXXC-DNA inh	ASM inhibitor	MBNL1-CUG inh	TCR activator	TSHR antagonist	Mito fusion yeast	TSG101-PTAP inh	Integrin act MD
CCOc1ccc(CNC(=O)Nc2ccccc2)cc1	26%	0%	4%	-3%	-5%	1%	1	-8%	-3%	-8%
O=C(CSc1ncccn1)NC1CCCc2ccccc21 (configuration not stated)	1%	3%	11%	3%	-7%	-1%	14	3%	-2%	-11%
COC(C[C@H]1O[C@@H]1C(=O)[C@H](C)OCc1ccccc1)OC	nt	nt	nt	-1%	nt	3%	nt	nt	0%	16%
CCOC(=O)c1cc2c(=O)n3ccccc3nc2n(CCCOC)c1=NC(=O)c1cccnc1	-15%	-5%	-1%	nt	27%	-2%[46.1 µM]	10	-3%	nt	nt
COCC1CCCCC1OS(N)(=O)=O (configuration not stated)	0%	10%	1%	5%	-1%	-1%	2	1%	-1%	9%
CCOCCCNC(=O)C1CCN(C(=O)Nc2ccc(Cl)cc2)CC1	19%	5%	0%	4%	0%	6%	0	-7%	-4%	1%
COc1cc(/C=N/NC(=O)c2ccncc2)ccc1OC(=O)c1ccc([N+](=O)[O-])cc1	6%	13%	-13%	1%	?	-4%	-11	5%	-5%	13%
COc1ccc(CC(=O)Nc2ccc(N3CCN(c4ccc(OC)cc4)CC3)c(C#N)c2)cc1	?	nt	29%	-3%	14%	-2%	-8	3%	-3%	2%
O=c1[nH]c2ccccc2n1Cc1ccc(Cl)cc1	nt	1%	9%	0%	5%	-1%	0	-1%	-8%	6%
Cc1ccc(C(=O)Cn2nnc(-c3ccccc3)n2)cc1	nt	31%	5%	-4%	-12%	18%	-9	2%	-3%	?
COc1ccccc1Nc1nc(-c2sc(N)nc2C)cs1	?	-4%	-3%	5%	22%	nt	12	2%	-1%	-17%
CC(C)CCNC(=O)c1ccc(C2SCC(=O)N2Cc2ccco2)cc1 (configuration not stated)	6%	nt	-12%	-1%	-7%	-2%[46.1 µM]	-5	0%	-2%	-28%
COc1ccc(Cl)cc1NC(=O)c1[nH]nc(OC)c1[N+](=O)[O-]	14%	2%	-1%	2%	6%	0%	-14	0%	-1%	-38%
Cc1cccc(CC(=O)Nc2ccc(C(=O)N3CCCCC3)cc2)c1	-16%	0%	22%	-3%	-4%	-6%	-4	2%	nt	-2%
CCCC(=Nc1ccccc1OC)C1=C(O)CC(c2ccccc2)CC1=O (configuration not stated)	-13%	0%	10%	2%	-15%[11.5 µM]	-4%[46.1 µM]	-2	?	-3%	10%
CSc1nc(C)nc2c1c(=O)n(C)c(=O)n2C	0%	7%	-5%	2%	5%	2%	-2	2%	4%	-8%
O=C(CSc1nc2ccc(Cl)cc2[nH]1)c1ccc2c(c1)OCO2	?	2%	27%	2%	3%	0%	-5	-3%	-3%	22%
N#CC1=C(N)N(c2ccccc2)C2=C(C(=O)CCC2)C1c1ccccc1 (configuration not stated)	-9%	-3%	10%	4%	8%	-4%[46.1 µM]	-11	-6%	-5%	3%
COc1ccc(N(CC(O)CN2C(=O)NC(C)(C)C2=O)S(=O)(=O)c2ccc(C)cc2)cc1 (configuration not stated)	?	0%	13%	3%	0%	2%	2	-1%	-9%	17%
COCCNc1nc(-c2cc(C)c(C)cc2C)cs1	-19%	-4%	-5%	4%	0%	4%	-5	5%	-2%	-29%
Cc1c(CCC(=O)O)c(=O)oc2cc(OCc3cccc(F)c3)ccc12	16%	-14%	7%	5%	5%	-3%	-17	30%	-3%	-30%
Nc1nonc1C(=O)NCCNCc1ccccc1OCc1ccc(F)cc1	?	7%	-2%	1%	-3%	4%	7	-2%	0%	-7%
COC(=O)c1c(C(C)=O)c(C)n(C)c1C	nt	2%	0%	3%	-6%	0%	2	-4%	-1%	-14%
Cc1ccc2c(c1)N(CC(=O)Nc1ccc3c(c1)OCCO3)C(=O)CO2	-1%	2%	-5%	-2%	7%	nt	9	1%	-7%	-21%
Cc1cccc(N(Cc2ccccc2)C(=O)Cc2ccc(S(=O)(=O)N3CCOCC3)s2)c1	nt	5%	nt	-2%	nt	4%	2	0%	-6%	-35%

Continued; the last two above are carried over.
SMILES	Menin-MLL TR inh	A-T KAP1 phos	MLL CXXC-DNA inh	ASM inhibitor	MBNL1-CUG inh	TCR activator	TSHR antagonist	Mito fusion yeast	TSG101-PTAP inh	Integrin act MD
Cc1ccc2c(c1)N(CC(=O)Nc1ccc3c(c1)OCCO3)C(=O)CO2	-1%	2%	-5%	-2%	7%	nt	9	1%	-7%	-21%
Cc1cccc(N(Cc2ccccc2)C(=O)Cc2ccc(S(=O)(=O)N3CCOCC3)s2)c1	nt	5%	nt	-2%	nt	4%	2	0%	-6%	-35%
Cc1cc(C)n2c(=O)[nH]nc2c1	nt	nt	nt	5%	nt	-4%	nt	nt	-1%	-5%
CCCCN(C(=O)COC(=O)c1ccc(C=O)cc1)c1c(N)n(CCC)c(=O)[nH]c1=O	nt	9%	nt	8%	nt	7%	15	-4%	1%	3%
Cn1c(O)c(N=NC(=O)Cn2ccc(C(F)(F)F)n2)c2ccccc21	-5%	6%	12%	-6%	?	-11%[46.1 µM]	-1	-5%	-7%	-5%
COc1ccc(CCNC(=O)Cc2cccc(C(F)(F)F)c2)cc1OC	-5%	-4%	-5%	-19%	-4%	-6%	10	-12%	-2%	2%
Cc1csc(N(C(=O)c2ccc(S(=O)(=O)N(C)C)cc2)c2ccccc2)n1	-5%	0%	20%	2%	-5%	2%	2	-5%	-1%	5%
O=C(CN1C(=O)NC2(CCCCC2)C1=O)Nc1nc2c(F)cc(F)cc2s1	nt	-6%	nt	-1%	nt	3%	2	8%	3%	-2%
CNc1c(C(=O)O)ccc2c1C(=O)c1ccccc1C2=O	-3%	-8%	1%	0%	?	-2%[46.1 µM]	-27	-3%	-3%	13%
COc1c(C)cccc1C(=O)Nc1cc(Cl)ccc1N1CCOCC1	2%	9%	1%	-4%	-2%	3%	1	14%	0%	8%
CC(C)(C)NC(=O)CSc1nnc(CN2CCCCCC2=O)n1-c1ccccn1	4%	3%	4%	2%	-6%	-32%	5	-2%	-1%	-3%
O=C(NC(=O)c1ccccc1O)c1ccc(C(F)(F)F)cc1	nt	-11%	-7%	0%	-9%	7%	-27	13%	-5%	18%
COc1ccc2cc(/C=C3\SC(=S)NC3=O)c(N3CCOCC3)nc2c1	?	2%	-4%	-12%	?	3%[46.1 µM]	-80*	-1%	5%	22%
COC(=O)c1cc(NCc2cccs2)ccc1N1CCOCC1	-1%	-6%	2%	5%	17%	-3%	6	-4%	-8%	-2%
COc1cc(C2c3[nH]c4ccccc4c3CC3COC(=O)N32)cc(OC)c1O (configuration not stated)	nt	nt	nt	-1%	nt	0%	nt	nt	-2%	-15%
Cc1ccc(S(=O)(=O)n2cccc2C)cc1	nt	nt	nt	1%	nt	-52%	nt	nt	0%	3%
Cn1c2ccccc2c2nnc(SCC(=O)NC3CC3)nc21	15%	-3%	-4%	0%	?	-4%	-7	2%	-12%	2%
CC(C)CC(NC(=O)c1ccc(C#CC(C)(C)O)s1)C(=O)O (configuration not stated)	-1%	3%	9%	3%	-4%	2%	1	5%	-8%	?
CC1(C)C(C=C(Cl)Cl)C1C(=O)Nc1ccc([N+](=O)[O-])cc1 (configuration not stated)	?	19%	0%	-21%	nt	5%[46.1 µM]	-45	-20%	9%	-50%[inhibitor]
Cc1cc(C)n(-c2nc(NCCN(C)C)c3c4c(sc3n2)COC(C)(C)C4)n1	nt	-12%	-11%	-2%	-10%	-2%	-1	-6%	-10%	0%
COc1ccc2c(c1)CC(=O)NC=C2	4%	1%	-1%	4%	-4%	8%	-3	0%	0%	12%
CN=c1scc(C)n1/N=C/c1cc(Br)c(O)c(Br)c1	?	-13%	-4%	31%	7%	7%	-12	25%	1%	6%
CCCOC(=O)c1cccc(Nc2nc(-c3cccnc3)nc3ccccc23)c1	?	-1%	4%	-22%	-13%	3%[46.1 µM]	0	8%	4%	-65%[inhibitor]

Some values from the results shown.
O=C(CN1C(=O)NC2(CCCCC2)C1=O)Nc1nc2c(F)cc(F)cc2s1 | Mito fusion yeast = 8%
COc1ccc2c(c1)CC(=O)NC=C2 | ASM inhibitor = 4%
